GalR3 antagonist = blocks the human galanin receptor 3 | O60755 | HEK293 GalR3-CNG cAMP membrane potential fluorescence; galR3 body fused to GalR1 C-terminus | inhibition, % at 3 µM | actives 0.44% (n = 360,000) | AID 651719;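 active means inhibition above the screen-wide average plus 3 SD, cut at about 13% in these data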;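 further: forskolin and galanin both at EC90 stimulate the cells; cAMP rise reported by CNG channel membrane potential dye signal; 0% = forskolin plus galanin with DMSO and 100% = forskolin alone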
Target sequence (O60755 1-299 limits assumed): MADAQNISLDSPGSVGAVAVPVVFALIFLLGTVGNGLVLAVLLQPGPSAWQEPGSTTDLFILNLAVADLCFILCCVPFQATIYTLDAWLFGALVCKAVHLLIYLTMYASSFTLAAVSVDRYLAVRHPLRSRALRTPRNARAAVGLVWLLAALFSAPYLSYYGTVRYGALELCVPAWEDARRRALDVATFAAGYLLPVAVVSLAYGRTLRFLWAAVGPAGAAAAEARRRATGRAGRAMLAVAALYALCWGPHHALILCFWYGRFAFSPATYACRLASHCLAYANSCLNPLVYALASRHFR
NS3 helicase inh = HCV NS3 helicase inhibition; NS3 helicase DNA unwinding, Cy5 molecular beacon fluorescence; inhibition, % at 10.9 µM; actives 0.56% (n = 290,000); AID 1800;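 active means inhibition above the mean of all tested compounds plus 3 SD, set per campaign, cut at about 35% in these data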;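 further: 0% = DMSO wells and 100% = thioflavine S control wells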
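Compound dosing – single dose, 10.9 µM nominal final, DMSO 0.8% final · System – NS3 helicase fragment of HCV · Buffer or medium – MOPS pH 6.5, MgCl2, DTT, Tween20, BSA · Signal – Cy5 beacon fluorescence read at start and 1 h · Also added – annealed dual-labelled DNA beacon duplex, ATP-started · Schedule – 1 h at 25 °C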
OXTR ag = human OXTR agonism | actives 0.32% (n = 320,000) | CHO-OTR cells, Fluo-8 calcium fluorescence; normalized: DMSO 0%, oxytocin 100% | AID 2435 | activation, % at 3 µM | P30559;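 active means activation above the mean of all tested compounds plus 3 SD, cutoff set per screening run, cut at about 20% in these data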;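 further: peak over basal fluorescence ratio from a 100 s FLIPR kinetic read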
IMP-1 inhibitor = inhibitors of Pseudomonas aeruginosa IMP-1 metallo-beta-lactamase; purified IMP-1, nitrocefin hydrolysis, epi-absorbance fluorescence; inhibition, % at 5.6 µM; actives 0.45% (n = 290,000); AID 1556;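 active means inhibition above the mean plus 3 SD of all compounds in the same screening run, cut at about 4.5% in these data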;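 further: 0% = IMP-1 with DMSO and 100% = DMSO wells lacking enzyme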
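System: Purified IMP-1 | Read-out basis: Percent enzyme inhibition | Controls: IMP-1 with DMSO as 0%, enzyme-free DMSO as 100% | Replicates: One well per compound | Doses: 5.6 µM nominal single concentration | Detection: Epi-absorbance fluorescence, 480 nm excitation, 530 nm emission | Incubation: 25 °C, 15 min preincubation, 25 min reaction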
DNA FID counter = counter-screen for HCV NS3 helicase inhibitors: DNA intercalator displacement; DNA fluorescent intercalator displacement, fluorescence; inhibition, % at 7.9 µM; actives 0.17% (n = 290,000); in the data active means inhibition above about 37%;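 further: 0% = vehicle and 100% = reference compound; higher means more ethidium bromide displaced from hairpin DNA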
PHOSPHO1 block = inhibitors of human PHOSPHO1 phosphatase. Q8TCT1. recombinant PHOSPHO1, absorbance phosphatase assay. inhibition, % at 13.3 µM. actives 1.1% (n = 290,000). AID 1565; in the data active means inhibition above about 60%
VIM-2 inh = blocks Pseudomonas aeruginosa VIM-2 metallo-beta-lactamase; actives 0.89% (n = 290,000); purified VIM-2, nitrocefin hydrolysis, epi-absorbance fluorescence; AID 1527; inhibition, % at 5.6 µM;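 active means inhibition above the mean of all tested compounds plus 3 SD, cutoff set per screening run, cut at about 7.5% in these data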;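 further: red hydrolysis product quenches plate fluorescence so inhibitors raise well fluorescence; 0% = enzyme with DMSO and 100% = DMSO without enzyme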
GPR7 antagonist = human neuropeptides B/W receptor 1 antagonism; actives 1.1% (n = 290,000); P48145; GPR7-expressing cells, fluorescence antagonist assay; inhibition, % at 4.4 µM; AID 1861; in the data active means inhibition above about 16%, passing the limit was not always enough;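 further: cells stimulated with the agonist NPW; 0% = agonist with vehicle and 100% = vehicle without agonist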
Target sequence (P48145 whole entry, looked up): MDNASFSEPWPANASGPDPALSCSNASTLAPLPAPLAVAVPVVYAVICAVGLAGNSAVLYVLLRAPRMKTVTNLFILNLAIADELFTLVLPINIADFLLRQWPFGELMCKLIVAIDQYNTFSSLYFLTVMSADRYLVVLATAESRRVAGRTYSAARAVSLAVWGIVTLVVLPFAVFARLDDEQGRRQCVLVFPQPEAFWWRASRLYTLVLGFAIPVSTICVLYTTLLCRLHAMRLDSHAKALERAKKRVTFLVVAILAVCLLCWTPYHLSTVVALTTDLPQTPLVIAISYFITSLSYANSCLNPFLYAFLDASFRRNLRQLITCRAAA
V1aR counter = V1a receptor agonism, counter-screen for OXTR agonists | AID 2797 | CHO-V1R cells, Fluo-8 calcium fluorescence, agonist mode; 0% DMSO, 100% 3 nM vasopressin | P37288 | activation, % at 3 µM | actives 0.25% (n = 320,000);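 active means activation above the mean activation of all tested compounds plus 3 SD, per screening run, cut at about 20% in these data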;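 further: signal is peak over basal fluorescence ratio across a 100 second FLIPR read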
Target sequence (P37288 whole entry, looked up): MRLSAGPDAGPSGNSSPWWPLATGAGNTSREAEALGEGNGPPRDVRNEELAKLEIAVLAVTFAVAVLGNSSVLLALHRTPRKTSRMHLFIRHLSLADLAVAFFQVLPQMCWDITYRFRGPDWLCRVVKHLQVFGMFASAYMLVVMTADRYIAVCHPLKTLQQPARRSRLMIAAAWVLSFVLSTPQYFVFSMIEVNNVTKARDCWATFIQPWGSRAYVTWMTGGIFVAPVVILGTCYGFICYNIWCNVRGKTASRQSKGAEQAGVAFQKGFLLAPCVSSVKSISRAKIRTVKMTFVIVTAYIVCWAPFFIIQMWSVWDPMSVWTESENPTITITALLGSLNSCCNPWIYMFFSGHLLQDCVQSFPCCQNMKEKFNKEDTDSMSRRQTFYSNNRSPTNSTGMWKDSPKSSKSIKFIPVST
An asterisk follows results filed as active; nt = no result given.

[1] CC(=O)c1cn(-c2ccc(Cl)cc2)c(=O)n(Cc2ccc(F)cc2)c1=O
[2] CCS(=O)(=O)N1CCc2nc(-c3ccccc3)sc2C1
[3] CCCCS(=O)(=O)Nc1ccc(Cc2ccncc2)cc1
[4] CC(=O)N1CCc2cc(S(=O)(=O)NCCCOC(C)C)ccc21
[5] Clc1ccc(-c2nnc(SCc3nc4ccccc4s3)o2)cc1
[6] O=C(c1nnc(-c2ccncc2)o1)c1ccccc1Cl
[7] COc1ccccc1NC(=O)C1CCC(CNc2c(N3CCCCC3)c(=O)c2=O)CC1 (stereo not given)
[8] Cc1ccccc1C(=O)NNC(=O)Cc1ccccc1

assay / entry	1	2	3	4	5	6	7	8
GalR3 antagonist	-4.7	-7.0	-6.7	-1.3	-3.0	-1.8	-5.0	-5.0
NS3 helicase inh	-1.4	3.9	-1.4	-3.3	3.1	-4.8	2.5	-6.9
OXTR ag	-2.3	1.4	0.5	4.2	-0.5	2.4	-0.4	0.5
IMP-1 inhibitor	-2.7	0.5	0.0	-2.3	-1.9	-1.4	-3.4	-1.9
DNA FID counter	-3.7	-8.4	-5.2	-5.8	-5.6	-0.6	-25.2	-3.0
PHOSPHO1 block	47.1	32.7	16.6	8.2	23.1	5.7	27.4	22.8
VIM-2 inh	-1.4	-0.1	2.0	-3.0	-3.0	-2.7	-2.4	-0.4
GPR7 antagonist	-0.1	-1.0	4.7	-7.9	-2.7	-14.5	-1.5	-11.6
V1aR counter	-1.4	6.3	0.8	2.7	0.4	0.8	-0.1	-0.2

[9] CCCCn1c(N)c(N(CCC(C)C)C(=O)CSc2nnc(C)s2)c(=O)[nH]c1=O
[10] CC(OC(=O)CCCC(=O)Nc1ccc(F)cc1)C(=O)c1ccccc1 (stereo not given)
[11] CC(=O)c1ccc(NC(=O)Nc2ccc([N+](=O)[O-])cc2C)cc1
[12] Cc1ccc(Sc2ccc(C(=O)N(C)C)cc2[N+](=O)[O-])cc1
[13] O=C(CSc1ncc(C(=O)O)n1-c1ccc(F)cc1)NCc1ccc2c(c1)OCO2
[14] CSc1ccccc1NC(=O)COC(=O)c1ccc(O)cc1
[15] Cc1ccc2cc3c(NC(=O)c4cccnc4)nn(C)c3nc2c1
[16] CNC(=S)N/N=C/c1cn(Cc2ccc(C)cc2)c2ccccc12

assay / entry	9	10	11	12	13	14	15	16
GalR3 antagonist	-3.8	-10.8	-3.2	10.4	-0.8	0.1	-3.4	-4.9
NS3 helicase inh	-0.2	-8.8	5.2	-5.2	-8.1	2.5	-1.4	-10.4
OXTR ag	2.3	5.1	9.7	-2.1	0.4	1.1	0.1	-3.3
IMP-1 inhibitor	-4.8	-2.1	-2.5	-2.3	-2.4	-4.2	-3.4	-5.5
DNA FID counter	-9.7	-23.4	8.8	-18.7	-5.8	-4.4	1.6	-24.1
PHOSPHO1 block	3.0	50.8	-16.4	32.8	42.6	2.0	21.9	-8.8
VIM-2 inh	-2.2	-1.7	-3.4	-2.9	-2.3	-0.8	-1.8	-5.4
GPR7 antagonist	-8.4	-1.3	-6.8	-4.0	-15.2	-14.7	-2.5	7.8
V1aR counter	0.5	3.5	9.9	-0.3	0.3	2.0	1.2	0.2

In a second layout: entries from further up.
No.	canonical_smiles	GalR3 antagonist	NS3 helicase inh	OXTR ag	IMP-1 inhibitor	DNA FID counter	PHOSPHO1 block	VIM-2 inh	GPR7 antagonist	V1aR counter
10	CC(OC(=O)CCCC(=O)Nc1ccc(F)cc1)C(=O)c1ccccc1 (stereo not given)	-10.8	-8.8	5.1	-2.1	-23.4	50.8	-1.7	-1.3	3.5
11	CC(=O)c1ccc(NC(=O)Nc2ccc([N+](=O)[O-])cc2C)cc1	-3.2	5.2	9.7	-2.5	8.8	-16.4	-3.4	-6.8	9.9
12	Cc1ccc(Sc2ccc(C(=O)N(C)C)cc2[N+](=O)[O-])cc1	10.4	-5.2	-2.1	-2.3	-18.7	32.8	-2.9	-4.0	-0.3
13	O=C(CSc1ncc(C(=O)O)n1-c1ccc(F)cc1)NCc1ccc2c(c1)OCO2	-0.8	-8.1	0.4	-2.4	-5.8	42.6	-2.3	-15.2	0.3
14	CSc1ccccc1NC(=O)COC(=O)c1ccc(O)cc1	0.1	2.5	1.1	-4.2	-4.4	2.0	-0.8	-14.7	2.0
15	Cc1ccc2cc3c(NC(=O)c4cccnc4)nn(C)c3nc2c1	-3.4	-1.4	0.1	-3.4	1.6	21.9	-1.8	-2.5	1.2

(cont.)
[17] Cn1nc(-c2ccccc2)cc1NC(=O)Nc1ccccc1F
[18] Cn1cc(C=O)c2cc(F)ccc21
[19] COc1cccc(CNCc2ccccc2OC)c1
[20] CCOC(=O)C(=O)N1CCN(CC)CC1
[21] CC(C)(C)NC(=O)C(c1ccncc1)N(C(=O)Cn1nnc(-c2ccc(F)cc2)n1)c1ccccc1 (stereo not given)
[22] Cc1ccccc1NC(=O)c1ccc2c(c1)CCN2S(C)(=O)=O
[23] NC(=O)Cn1cc(/C=N/NC(=O)c2ccc(Cn3cc(Cl)cn3)o2)c(-c2ccccc2)n1
[24] CCCc1cc(=O)[nH]c(SCC(=O)c2ccc(S(=O)(=O)N3CCCC3)cc2)n1

assay / entry	17	18	19	20	21	22	23	24
GalR3 antagonist	-4.9	-0.5	-11.4	-0.9	4.4	-2.5	-0.7	0.0
NS3 helicase inh	15.0	6.1	-1.1	-2.0	8.2	12.5	-12.3	0.7
OXTR ag	0.2	0.8	-0.1	0.8	-1.1	nt	nt	1.0
IMP-1 inhibitor	0.1	0.9	-0.8	-2.6	-2.4	-2.0	-1.7	-3.9
DNA FID counter	0.2	1.2	1.4	-0.8	-3.3	-3.8	-46.7	-11.4
PHOSPHO1 block	26.8	56.0	23.9	-5.1	32.4	34.0	21.8	0.6
VIM-2 inh	0.8	0.8	-2.0	-1.7	-2.3	-0.6	-4.2	-2.3
GPR7 antagonist	7.2	4.3	-11.6	-5.4	-2.3	-18.6	-5.3	-6.0
V1aR counter	0.5	-0.3	-0.2	0.2	-0.9	nt	nt	4.6

[25] O=C(NCc1ccccn1)c1cn(Cc2ccccc2)nn1
[26] COC(=O)CN1C(c2ccc(Cl)cc2)=Nc2ccc(Cl)cc2C1c1ccccc1 (stereo not given)
[27] CCC(C)NC(=O)c1cc2cc3ccc(OC)cc3nc2o1 (stereo not given)
[28] C=C(C)c1ccc(C(C)(C)NC(=O)N2CCN(C)CC2)cc1
[29] CCCCCC1CCC(c2ccc(/C(N)=N/O)cc2)CC1 (stereo not given)
[30] Cc1ccc(S(=O)(=O)N2CCN(C)CC2)cc1C
[31] O=C(Nc1ccc(N2CCOCC2)cc1)c1cc(F)c(F)cc1Cl
[32] CCc1ccc(NC(=O)N(Cc2cccnc2)Cc2ccco2)cc1

assay / entry	25	26	27	28	29	30	31	32
GalR3 antagonist	6.8	-8.3	-9.5	-3.6	-3.8	-1.9	-8.2	-6.2
NS3 helicase inh	3.2	-14.4	38.1*	5.2	1.9	0.2	-4.4	-1.9
OXTR ag	0.6	-1.6	-0.8	0.1	0.9	-0.2	-0.8	-1.0
IMP-1 inhibitor	-1.4	-4.6	0.2	-4.3	-3.3	0.0	0.0	-0.7
DNA FID counter	-5.5	-10.4	-21.9	6.5	-12.6	-1.0	-4.1	-11.3
PHOSPHO1 block	2.3	-3.8	10.9	-11.8	24.0	nt	-8.1	16.2
VIM-2 inh	-0.4	-2.7	2.2	-2.0	-3.9	-1.1	-1.5	-3.5
GPR7 antagonist	-5.1	13.0	13.3	-9.8	-2.6	-8.9	-7.3	-13.7
V1aR counter	1.6	0.4	0.8	0.2	1.5	0.2	-0.1	0.0

[33] Nc1nnc(SCC(=O)N2CCN(c3ccccc3)CC2)s1
[34] O=C(c1cccs1)N(CCO)Cc1cc2cc3c(cc2[nH]c1=O)OCCO3
[35] Cc1ccc(-c2ccc(CCC(=O)O)o2)cc1
[36] CCCn1cc(CN2CCC(n3nccc3NC(=O)c3ccccc3)CC2)c(C)n1
[37] Fc1ccc(-c2csc(NC3=NCCC3)n2)cc1
[38] CN(Cc1cccnc1)C(=O)CC1C(=O)NCCN1CC(c1ccccc1)c1ccccc1 (stereo not given)
[39] O=C(N=C1SC2CS(=O)(=O)CC2N1c1ccc(Cl)cc1)C1CCCO1 (stereo not given)
[40] COc1ccccc1-n1c(SCC(=O)O)nc2c(sc(=S)n2-c2ccc(Cl)c(C)c2)c1=O

assay / entry	33	34	35	36	37	38	39	40
GalR3 antagonist	-2.4	-7.2	-6.5	-3.0	-4.0	-3.6	-8.2	-9.1
NS3 helicase inh	4.0	2.6	10.9	-0.9	0.1	2.0	-6.7	-21.3
OXTR ag	9.8	nt	1.7	-1.1	-1.5	-0.5	1.4	-1.2
IMP-1 inhibitor	-4.3	-3.7	4.0	-2.4	-2.0	1.7	-0.8	-1.9
DNA FID counter	-1.7	-4.8	1.2	1.2	0.6	-22.9	-15.7	-5.4
PHOSPHO1 block	-0.2	8.8	15.3	22.6	21.0	-30.6	1.5	54.5
VIM-2 inh	0.0	-3.6	-1.4	-3.6	-0.8	-3.4	-1.4	0.1
GPR7 antagonist	14.2	-6.2	-8.6	-16.2	-7.2	-1.8	2.2	-1.6
V1aR counter	-0.1	nt	0.5	0.2	0.4	0.1	0.1	0.5

[41] CCn1c(CCNC(=O)c2cccs2)nnc1SCC(=O)Nc1cccc(Cl)c1
[42] CNC(=O)C1CC(=O)N(CCc2ccc(C)cc2)C1 (stereo not given)
[43] Cc1cc(C)c(C(=O)Nc2cccc(F)c2)c(Cl)n1
[44] COc1ccc(CCNc2cc(C)nc(N)n2)cc1OC
[45] Clc1ccc(CNc2nc(CN3CCOCC3)nc3scc(-c4ccccc4)c23)cc1
[46] Cc1nc(NC(=O)CCC(=O)O)sc1C(=O)N(C)C
[47] CNC(=S)NC1CC2CCC(C1)N2Cc1ccccc1 (stereo not given)

assay / entry	41	42	43	44	45	46	47
GalR3 antagonist	-1.9	-12.7	-3.6	-2.2	-6.5	2.3	-4.2
NS3 helicase inh	-8.9	-7.6	-2.5	9.7	-47.0	6.1	2.4
OXTR ag	-2.1	-0.4	0.7	nt	-1.4	0.2	0.4
IMP-1 inhibitor	-4.1	-1.5	-1.8	-1.4	0.0	-3.4	-2.2
DNA FID counter	-21.2	-2.0	0.3	2.1	-7.7	3.3	-1.0
PHOSPHO1 block	nt	29.9	4.1	29.2	-10.7	10.2	12.1
VIM-2 inh	-2.5	-3.3	-1.4	2.0	-2.1	-4.3	-1.5
GPR7 antagonist	2.8	3.0	-8.9	5.3	11.9	-8.4	-8.4
V1aR counter	-0.8	0.3	1.7	nt	-1.1	-0.6	0.2

Source: PubChem (several laboratories)
